NALP1 inh = NALP1 inhibition. S. cerevisiae NALP1/ASC/caspase-1 growth, X-gal OD620, 72 h. inhibition, % at 10 µM. 0.61% of 280,000 active. AID 2071; in the data active = inhibition mostly above about 24%, no sharp cut-off; inactive = mostly below about 32%; note: some compounds called inactive have numbers as strong as hits
GalR3 antagonist = antagonists of human GalR3; HEK293 GalR3-CNG cAMP membrane potential fluorescence; galR3 body fused to GalR1 C-terminus; O60755; inhibition, % at 3 µM; 0.44% of 360,000 active;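 active = inhibition above the screen-wide average plus 3 SD, cut at about 13% in these data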;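 note: forskolin and galanin both at EC90 stimulate the cells; cAMP rise reported by CNG channel membrane potential dye signal; 0% = forskolin plus galanin with DMSO and 100% = forskolin alone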
Target sequence (O60755 1-299 limits assumed): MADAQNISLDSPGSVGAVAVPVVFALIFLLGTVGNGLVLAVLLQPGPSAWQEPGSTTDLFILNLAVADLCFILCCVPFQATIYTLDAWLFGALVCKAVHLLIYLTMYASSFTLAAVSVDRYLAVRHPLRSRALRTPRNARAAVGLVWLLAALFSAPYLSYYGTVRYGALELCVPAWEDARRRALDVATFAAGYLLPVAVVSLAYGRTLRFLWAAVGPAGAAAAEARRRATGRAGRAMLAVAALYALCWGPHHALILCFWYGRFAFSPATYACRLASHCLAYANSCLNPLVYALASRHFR
MEKK3 PB1 HTS = raises or lowers MEK5 binding to the human MEKK3 PB1 domain; Q99759; AID 1529; binding response (% of control), % at 10 µM; 1.4% of 290,000 active; bead-based flow cytometry, Alexa488-MEK5 binding to MEKK3; actives lie on both sides; 0 = blocked by unlabeled MEK5, 100 = vehicle;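 active = binding response more than 3 SD above or below the average of its plate-row segment, actives on both sides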;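 note: Alexa488 bead fluorescence after subtracting the streptavidin-only scavenger bead signal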
Target sequence (Q99759 whole entry, looked up, the tested form may be a part): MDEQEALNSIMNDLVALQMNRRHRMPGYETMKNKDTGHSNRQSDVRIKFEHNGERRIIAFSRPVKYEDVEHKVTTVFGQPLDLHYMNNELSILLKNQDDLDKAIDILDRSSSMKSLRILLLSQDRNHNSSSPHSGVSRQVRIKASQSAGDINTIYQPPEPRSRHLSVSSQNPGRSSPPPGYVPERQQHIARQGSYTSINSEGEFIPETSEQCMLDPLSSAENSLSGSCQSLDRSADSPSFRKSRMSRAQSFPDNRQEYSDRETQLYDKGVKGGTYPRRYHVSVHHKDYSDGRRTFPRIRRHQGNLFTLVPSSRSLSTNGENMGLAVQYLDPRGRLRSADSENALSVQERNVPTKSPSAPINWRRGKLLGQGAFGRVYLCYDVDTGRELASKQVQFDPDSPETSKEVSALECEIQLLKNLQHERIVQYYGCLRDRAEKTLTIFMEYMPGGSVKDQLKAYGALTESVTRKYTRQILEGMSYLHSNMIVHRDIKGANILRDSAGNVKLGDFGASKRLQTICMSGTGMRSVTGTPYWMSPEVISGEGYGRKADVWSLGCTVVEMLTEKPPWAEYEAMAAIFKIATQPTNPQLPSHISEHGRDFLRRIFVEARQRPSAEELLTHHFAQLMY
PHOSPHO1 block = PHOSPHO1 (human) inhibition; Q8TCT1; recombinant PHOSPHO1, absorbance phosphatase assay; inhibition, % at 13.3 µM; 1.1% of 290,000 active; AID 1565; in the data active = inhibition above about 60%
MEKK2 WT-MEK5 = raises or lowers MEK5 binding to wildtype human MEKK2 PB1 domain | Q9Y2U5 | binding response (% of control), % at 10 µM | bead flow cytometry, Alexa488-MEK5 binding to MEKK2 WT; actives lie on both sides | 1.1% of 290,000 active | AID 1531; in the data active = binding response below about 67% or above about 130%
GPR7 antag = human neuropeptides B/W receptor 1 antagonism | GPR7-expressing cells, fluorescence antagonist assay | inhibition, % at 4.4 µM | 1.1% of 290,000 active; in the data active = inhibition above about 16%, passing the limit was not always enough;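 note: cells stimulated with the agonist NPW; 0% = agonist with vehicle and 100% = vehicle without agonist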
OXTR agonist = activates the human oxytocin receptor | P30559 | CHO-OTR cells, Fluo-8 calcium fluorescence; normalized: DMSO 0%, oxytocin 100% | activation, % at 3 µM | 0.32% of 320,000 active | AID 2435;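 active = activation above the mean of all tested compounds plus 3 SD, cutoff set per screening run, cut at about 20% in these data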;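 note: peak over basal fluorescence ratio from a 100 s FLIPR kinetic read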
V1R ag counter = activates human V1a receptor in oxytocin agonist counter-screen | P37288 | CHO-V1R cells, Fluo-8 calcium fluorescence, agonist mode; 0% DMSO, 100% 3 nM vasopressin | AID 2797 | 0.25% of 320,000 active | activation, % at 3 µM;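 active = activation above the mean activation of all tested compounds plus 3 SD, per screening run, cut at about 20% in these data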;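 note: signal is peak over basal fluorescence ratio across a 100 second FLIPR read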
MEKK2 mut-MEK5 = signal of MEK5 binding to mutant human MEKK2 PB1 domain | percent response, % at 10 µM | bead flow cytometry, Alexa488-MEK5 binding to MEKK2 mutant | 0.35% of 290,000 active; in the data active = percent response above about 24%, passing the limit was not always enough; note: inactives centre near 1; some results filed as inactive read as strong as hits; reference of the scale not given here
An asterisk follows results filed as active; . = not tested or not shown; [ ] = remark or other dose.

1	O=C1N=NC2=C1c1c3ccccc3c(O)n1CC2
2	CN(CC(=O)NCc1cccc(F)c1)C(=O)c1ccco1
3	COc1ccc(N2CCN(CC(O)c3c[nH]c4ccc(OC)cc34)CC2C)cc1 (configuration not stated)
4	CC(CN1CCCCC1)C(=O)NN (configuration not stated)
5	COc1ccc(C(=O)Nc2ccc(C3=NNC(=O)CC3C)cc2NC(=O)c2ccc(OC)cc2)cc1 (configuration not stated)
6	COC(=O)CSc1nc(SCc2ccccc2Cl)nc2c1CCCC2

Screen / compound no.	1	2	3	4	5	6
NALP1 inh	18	10	20	13	4	40
GalR3 antagonist	-5	1	-3	-4	9	-4
MEKK3 PB1 HTS	96	95	112	103	104	92
PHOSPHO1 block	12	-2	36	13	16	0
MEKK2 WT-MEK5	93	97	114	97	102	95
GPR7 antag	-17	-1	-2	-8	-7	-1
OXTR agonist	-1.3	1.1	6.2	0.2	-0.1	0.8
V1R ag counter	1.6	-0.4	3.9	-0.8	2.3	1.3
MEKK2 mut-MEK5	-6	-1	17	-1	-2	-3

7	CC1=C(C(=O)OC2CCCCC2)C(c2ccc(O)cc2)NC(=O)N1 (configuration not stated)
8	Cc1cc(C)cc(OCC(=O)Nc2nonc2NC(=O)COc2cc(C)cc(C)c2)c1
9	N/N=C(\c1ccccc1)c1cc(Cl)ccc1N
10	COc1ccc(/C(C)=N/Nc2nc3ccccc3nc2C)cc1
11	COC(=O)CCC(=O)NC(=S)Nc1c(C)cccc1C
12	O=C(Nc1ccccc1NC(=O)c1c(F)c(F)c(F)c(F)c1F)c1c(F)c(F)c(F)c(F)c1F

Screen / compound no.	7	8	9	10	11	12
NALP1 inh	11	33	11	-17	26	-4
GalR3 antagonist	-11	-6	-10	3	-2	-1
MEKK3 PB1 HTS	103	99	101	85	99	101
PHOSPHO1 block	24	11	51	24	1	17
MEKK2 WT-MEK5	102	98	102	88	101	103
GPR7 antag	-11	11	-2	-18	-5	-10
OXTR agonist	0.3	-0.7	-1.1	-1.7	0.9	15
V1R ag counter	-0.3	-0.1	-0.6	-0.7	1.4	14
MEKK2 mut-MEK5	3	3	4	-15	4	3

13	Cc1coc(NC(=O)CSc2nc(-c3ccncc3)cc(C(F)(F)F)c2C#N)n1
14	COCCNC(=O)c1onc(CSc2ccc(C(C)C)cc2)c1C(=O)O
15	CC(C)c1ccc(OCc2cccc(C(=O)N/N=C/c3cccnc3)c2)cc1
16	FC(F)(F)c1nnc2ccc(Sc3ccccn3)nn12
17	O=C(OCC(O)C(O)COC(=O)c1ccccc1)c1ccccc1 (configuration not stated)
18	CCOc1cc(C2C3=C(CC(C)(C)CC3=O)N(CCOC)C3=C2C(=O)CC(C)(C)C3)ccc1OC

Screen / compound no.	13	14	15	16	17	18
NALP1 inh	27	-3	29	-5	28	10
GalR3 antagonist	2	-4	0	-2	0	-11
MEKK3 PB1 HTS	100	100	86	1.0*[inhibitor]	95	104
PHOSPHO1 block	0	42	-16	23	-8	14
MEKK2 WT-MEK5	97	107	88	.	108	110
GPR7 antag	-11	-15	-1	3	-3	-1
OXTR agonist	-0.2	-0.4	0.7	0.4	1.2	-1.3
V1R ag counter	0.2	0.1	1.6	1.0	0.9	0.1
MEKK2 mut-MEK5	0	6	-4	-28	6	6

19	O=C(Cn1nnc(-c2cccc(C(F)(F)F)c2)n1)NNS(=O)(=O)c1cccc(C(F)(F)F)c1
20	Cc1ccc(OCC(=O)N2CCc3ccccc3C2)cc1
21	CC(C)(C)c1ccc(C(=O)N/C(N)=N/c2nc3ccccc3o2)cc1
22	N#Cc1nc(Cc2ccccc2)oc1N1CCC(C(N)=O)CC1
23	O=C(O)CC1(CC(=O)Nc2ccc3c(c2)OCCCO3)CCCCC1
24	CC1CN(C(c2ccco2)c2sc3ncnn3c2O)CC(C)O1 (configuration not stated)

Screen / compound no.	19	20	21	22	23	24
NALP1 inh	17	18	8	-9	1	-4
GalR3 antagonist	-2	-1	.	5	-5	.
MEKK3 PB1 HTS	93	106	102	100	104	105
PHOSPHO1 block	43	40	-9	1	49	100*
MEKK2 WT-MEK5	95	100	104	101	103	108
GPR7 antag	-15	9	-1	-7	-23	-15
OXTR agonist	0.4	-1.9	0.9	-1.3	1.5	0.1
V1R ag counter	0.4	-1.0	1.0	-1.5	0.4	-0.3
MEKK2 mut-MEK5	-4	3	17	1	1	6

Five compounds from above, sorted by the value under MEKK2 WT-MEK5, high to low.
#	Molecule	NALP1 inh	GalR3 antagonist	MEKK3 PB1 HTS	PHOSPHO1 block	MEKK2 WT-MEK5	GPR7 antag	MEKK2 mut-MEK5
24	CC1CN(C(c2ccco2)c2sc3ncnn3c2O)CC(C)O1 (configuration not stated)	-4	.	105	100*	108	-15	6
23	O=C(O)CC1(CC(=O)Nc2ccc3c(c2)OCCCO3)CCCCC1	1	-5	104	49	103	-23	1
22	N#Cc1nc(Cc2ccccc2)oc1N1CCC(C(N)=O)CC1	-9	5	100	1	101	-7	1
20	Cc1ccc(OCC(=O)N2CCc3ccccc3C2)cc1	18	-1	106	40	100	9	3
19	O=C(Cn1nnc(-c2cccc(C(F)(F)F)c2)n1)NNS(=O)(=O)c1cccc(C(F)(F)F)c1	17	-2	93	43	95	-15	-4

The main list resumes; the three compounds before the break are reprinted first.
22	N#Cc1nc(Cc2ccccc2)oc1N1CCC(C(N)=O)CC1
23	O=C(O)CC1(CC(=O)Nc2ccc3c(c2)OCCCO3)CCCCC1
24	CC1CN(C(c2ccco2)c2sc3ncnn3c2O)CC(C)O1 (configuration not stated)
25	O=S(=O)(Nc1ccccc1)c1ccc(NS(=O)(=O)c2cccs2)cc1
26	COC(=O)COc1ccc(S(=O)(=O)N2CCN(c3ccccc3F)CC2)cc1
27	Cc1ccc(NC(=O)Cn2cc(S(=O)(=O)c3ccc(F)cc3)c(=O)c3cc(F)ccc32)cc1
28	COc1ccccc1NC(=O)COC(=O)Cc1cccs1
29	Cc1ccc(CC(=O)NCCS(=O)c2ccc(C)cc2)cc1 (configuration not stated)
30	CC(=O)Nc1cccc(S(C)(=O)=O)c1

Screen / compound no.	22	23	24	25	26	27	28	29	30
NALP1 inh	-9	1	-4	-5	22	26	-2	17	30
GalR3 antagonist	5	-5	.	-6	-5	1	-1	-4	-3
MEKK3 PB1 HTS	100	104	105	100	106	67	100	107	90
PHOSPHO1 block	1	49	100*	45	-7	1	0	38	-15
MEKK2 WT-MEK5	101	103	108	97	110	83	91	99	96
GPR7 antag	-7	-23	-15	-4	3	-4	-8	-9	0
OXTR agonist	-1.3	1.5	0.1	0.7	1.3	0.0	-1.6	-1.9	-0.8
V1R ag counter	-1.5	0.4	-0.3	-0.4	2.5	1.2	-0.8	-0.1	0.2
MEKK2 mut-MEK5	1	1	6	-1	8	-7	-12	-2	-4

31	COC(=O)c1cc2c(=O)c3ccccc3oc2nc1C
32	Cc1csc(SCc2ccc(C(=O)O)cc2)n1
33	CCN1C(=O)C(C)S/C1=N\S(=O)(=O)c1ccc(F)cc1 (configuration not stated)
34	CCC(CC)c1nnc(NS(=O)(=O)Cc2ccccc2)s1
35	COc1ccccc1NC(=O)c1c(C)oc2c1CCCC2
36	C=CCCC1(C)C(=O)N(c2ccccc2)c2ccccc21 (configuration not stated)

Screen / compound no.	31	32	33	34	35	36
NALP1 inh	3	7	14	26	-4	14
GalR3 antagonist	0	-4	-9	-3	-2	-4
MEKK3 PB1 HTS	98	100	100	102	104	98
PHOSPHO1 block	.	43	-9	20	-11	-1
MEKK2 WT-MEK5	99	102	96	102	100	99
GPR7 antag	-8	-2	-6	2	-16	-7
OXTR agonist	.	-0.1	-1.6	1.3	-1.8	-1.4
V1R ag counter	.	0.3	0.4	0.2	-1.8	-1.7
MEKK2 mut-MEK5	2	-1	2	7	2	-4

37	O=C1Nc2ccc([N+](=O)[O-])cc2OC1CCN1CCCC1 (configuration not stated)
38	Cc1ccc(/C=C/C(=O)OC(C)C(=O)Nc2ccc(Cl)cn2)o1 (configuration not stated)
39	CC(/C=N/NC(=O)c1cc(C(C)C)[nH]n1)=C\c1ccccc1
40	CCOC(=O)c1cc(C)[nH]c(=O)c1C#N
41	CC(C)(C)NC(=O)N1CCCN(c2ccc(C(F)(F)F)cn2)CC1
42	C=CCn1c(O)c(C=Nc2ccc(Cc3ccncc3)cc2)c(=O)[nH]c1=S

Screen / compound no.	37	38	39	40	41	42
NALP1 inh	-1	23	18	22	.	-3
GalR3 antagonist	-5	-4	-8	-8	0	-7
MEKK3 PB1 HTS	141*	101	103	99	103	97
PHOSPHO1 block	30	-18	-9	10	8	27
MEKK2 WT-MEK5	114	103	114	101	106	93
GPR7 antag	-6	-7	-17	-13	-8	0
OXTR agonist	-0.3	-0.5	-1.4	0.2	0.2	4.0
V1R ag counter	-0.2	0.7	0.4	1.2	1.0	6.5
MEKK2 mut-MEK5	5	0	18	2	6	-3

43	CCOC(=O)c1c(N)sc2c1CCCC2=O
44	CCN(CC(=O)Nc1cccc(F)c1)Cc1nc2ccccc2c(=O)[nH]1
45	O=C1CC(c2ccco2)Cc2nc(N3CCc4ccccc4C3)ncc21 (configuration not stated)
46	CC(C)(C)NS(=O)(=O)c1ccc2[nH]c3c(c2c1)CCCCC3
47	c1ccc(-n2ncc3c(N4CCN(c5ccccn5)CC4)nc(N4CCCCCC4)nc32)cc1
48	CCOC(=O)c1c(C)[nH]c(C(=O)OCC(=O)N(C)C2CCS(=O)(=O)C2)c1C (configuration not stated)

Screen / compound no.	43	44	45	46	47	48
NALP1 inh	-5	6	-8	10	9	19
GalR3 antagonist	-6	6	3	-12	-4	-3
MEKK3 PB1 HTS	96	108	107	101	114	112
PHOSPHO1 block	16	-1	32	31	39	12
MEKK2 WT-MEK5	91	97	105	102	111	109
GPR7 antag	5	-9	-4	-10	-14	-4
OXTR agonist	-2.0	0.2	-1.9	0.8	-0.2	0.8
V1R ag counter	-0.2	2.4	0.2	0.5	0.1	0.5
MEKK2 mut-MEK5	-12	-1	2	0	7	11

49	O=C(NC1CCCCC1)C1CCN(S(=O)(=O)N2CCCCCC2)CC1
50	CC1CCN(c2ccc(/C=N\Nc3nncn3N)cc2[N+](=O)[O-])CC1
51	COC(=O)C(NC(C)=O)(Nc1cccc(C)n1)C(F)(F)F (configuration not stated)
52	CCOc1ccc(CN(C)CC(=O)NCc2ccc(F)cc2)cc1
53	O=C(N/N=C/c1cc(Cl)ccc1O)c1ccc(Br)cc1
54	CCNC(=S)N/N=C/c1cc(C)ccc1C

Screen / compound no.	49	50	51	52	53	54
NALP1 inh	12	11	23	21	46*	4
GalR3 antagonist	-5	-1	-8	-9	0	-6
MEKK3 PB1 HTS	102	90	98	101	90	90
PHOSPHO1 block	16	-18	32	20	-5	-19
MEKK2 WT-MEK5	101	93	99	102	91	101
GPR7 antag	1	-6	-15	16	-7	-6
OXTR agonist	1.4	-1.4	-0.4	-1.6	2.3	-2.1
V1R ag counter	1.0	-0.2	0.6	-0.8	1.4	-0.2
MEKK2 mut-MEK5	4	-3	-2	-1	-3	0

Taken from above.
For GalR3 antagonist, cpd 50 is listed with -1
For MEKK2 mut-MEK5, cpd 49 is listed with 4
For PHOSPHO1 block, cpd 52 is listed with 20
For GPR7 antag, cpd 54 is listed with -6
For MEKK2 WT-MEK5, cpd 53 is listed with 91

Following part.
55	COC(=O)Cc1c(C)nc(SCc2ccccc2)[nH]c1=O
56	O=C(Cc1c(F)cccc1Cl)NNC(=S)Nc1ccc(S(=O)(=O)Nc2ncccn2)cc1
57	CCCCC12CN3CCN(CC(C3)/C1=N\NC(=O)Nc1ccccc1)C2
58	CC1CCc2sc(C(=O)OCC(=O)NCc3ccccc3)cc2C1 (configuration not stated)

Screen / compound no.	55	56	57	58
NALP1 inh	4	-2	20	25
GalR3 antagonist	-7	-1	-10	-2
MEKK3 PB1 HTS	106	103	102	99
PHOSPHO1 block	36	0	-5	3
MEKK2 WT-MEK5	105	104	94	100
GPR7 antag	-5	-14	19	-14
OXTR agonist	-1.1	0.1	2.5	0.0
V1R ag counter	-0.5	1.4	0.4	2.6
MEKK2 mut-MEK5	9	5	1	7
